STEP inh = blocks human striatal-enriched tyrosine phosphatase | recombinant STEP, OMFP fluorogenic substrate, fluorescence | inhibition, % at 20 µM | actives 0.25% (n = 360,000);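 active = inhibition at 20 µM, scaled per plate between control wells, above about 37%, limit read from the data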;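 also: 0% = DMSO with enzyme and substrate and 100% = substrate only without enzyme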
Target sequence (P54829 whole entry, looked up): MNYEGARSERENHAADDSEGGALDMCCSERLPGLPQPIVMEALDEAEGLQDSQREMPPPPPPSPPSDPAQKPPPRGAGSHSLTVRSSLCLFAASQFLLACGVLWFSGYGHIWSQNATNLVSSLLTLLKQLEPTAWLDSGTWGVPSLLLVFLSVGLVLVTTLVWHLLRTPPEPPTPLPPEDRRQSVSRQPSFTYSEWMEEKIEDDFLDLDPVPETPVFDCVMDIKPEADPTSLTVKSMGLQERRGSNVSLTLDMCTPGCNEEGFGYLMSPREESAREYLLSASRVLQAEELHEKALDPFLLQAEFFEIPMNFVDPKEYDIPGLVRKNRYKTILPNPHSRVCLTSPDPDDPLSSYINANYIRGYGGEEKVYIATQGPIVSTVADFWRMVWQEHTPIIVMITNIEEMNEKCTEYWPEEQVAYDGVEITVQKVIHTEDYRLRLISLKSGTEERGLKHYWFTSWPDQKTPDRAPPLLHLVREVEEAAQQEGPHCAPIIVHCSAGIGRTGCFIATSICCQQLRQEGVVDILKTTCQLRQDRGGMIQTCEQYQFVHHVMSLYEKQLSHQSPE
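Measure: Control-normalized % inhibition with plate pattern correction | Test system: STEP phosphatase, cell-free reaction | Medium: pH 6.0 Bis-Tris with DTT and Tween 20 | Technique: Fluorescence, 480/540 nm | Times: Reaction 20 min, ambient temperature | Doses: Single compound dose of 20 µM, 1% DMSO final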
MT1-MMP act inh = blocks activation of human MT1-MMP; HT1080 RFP-PRO-GFP cells, GFP/RFP ratio fluorescence, overnight; percent of plate control window, DMSO zero; GFP/RFP ratio change, % at 20 µM; actives 0.061% (n = 360,000); AID 651647;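 active = GFP/RFP ratio change of at least 30% with cell ATP level not reduced by more than half and red fluorescence within 50% of control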; also: strong numbers were not always called active
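Compound: 20 µM single dose, 1% DMSO / System: HT1080 RFP-PRO-GFP cells / Controls: DMSO and RFP-L50D-GFP cell wells / Read-out basis: GFP/RFP fluorescence ratio / Schedule: overnight compound exposure at 37 °C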
NadD block = NadD (S. aureus) enzyme inhibition; actives 0.78% (n = 360,000); purified NadD enzyme, colorimetric absorbance read-out; inhibition, % at 20 µM; AID 602399; in the data active = inhibition above about 26%; also: some compounds past the cut are filed as inactive
SUMO1-SIM PPI = modulators of human SUMO1-mediated protein-protein interactions; AID 602429; SUMO1 binding to a labelled peptide, TR-FRET, 1 h; inhibition, % at 20 µM; actives 0.33% (n = 360,000); P63165; in the data active = inhibition above about 37%
Target sequence (P63165 whole entry, looked up): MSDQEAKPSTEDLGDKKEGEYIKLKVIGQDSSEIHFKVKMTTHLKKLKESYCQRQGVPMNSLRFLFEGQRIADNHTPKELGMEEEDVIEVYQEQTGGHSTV
NRP1-CendR mod = modulators of CendR peptide binding to human neuropilin-1 | actives 0.85% (n = 360,000) | AID 602438 | O14786 | inhibition, % at 25 µM | FAM-RPARPAR peptide binding to NRP-1, fluorescence polarization;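 active = inhibition or corrected inhibition above about 18%, plus a signal ratio from 0.5 to 1.5, limit read from the data, passing the limit was not always enough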; also: strong numbers were not always called active
LMPTP block = LMPTP (human) inhibition; recombinant LMPTP-A, OMFP fluorogenic substrate, fluorescence intensity; inhibition, % at 20 µM; actives 0.22% (n = 360,000); AID 651560;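 active = compounds that cut the enzyme signal by at least half of the control window in the single-dose screen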;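 also: plate controls were DMSO wells with enzyme plus substrate for no effect and substrate without enzyme for full effect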
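Test system – LMPTP-A phosphatase enzyme · Quantity – 0.625 nM LMPTP-A final · Reagent – OMFP substrate, 400 µM final · Dosing – one test concentration per compound, 20 µM, with 3% DMSO overall · Timing – 50 min enzyme reaction at room temperature, protected from light · Detection – fluorescence intensity · Controls – substrate-only low control, DMSO enzyme-plus-substrate high control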
Scp1 inh = Scp-1 (human) phosphatase inhibition. Q9GZU7. Recombinant Scp1, phosphopeptide, malachite green phosphate absorbance. inhibition, % at 20 µM. actives 0.88% (n = 340,000);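 active = inhibition above about 50% at 20 µM, limit read from the data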;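 also: plate controls were DMSO wells with enzyme for no effect and wells lacking enzyme for full effect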
Target sequence (Q9GZU7 76-261 limits assumed): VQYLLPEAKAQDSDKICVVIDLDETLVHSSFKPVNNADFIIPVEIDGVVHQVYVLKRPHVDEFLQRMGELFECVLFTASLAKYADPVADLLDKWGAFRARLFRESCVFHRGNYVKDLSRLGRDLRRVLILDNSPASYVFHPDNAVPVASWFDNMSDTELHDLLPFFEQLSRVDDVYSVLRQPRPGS
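Incubation: 45 min enzyme reaction at room temperature / System: truncated SCP-1 phosphatase (76-261aa) / Reagent: Phospho 17-mer peptide substrate / Buffer or medium: Acidic Tris acetate buffer with magnesium and detergent / Signal: absorbance at 630 nm / Doses: one concentration, 20 µM, with 1.0% DMSO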
SKN-1 block = inhibitors of C. elegans SKN-1; actives 0.49% (n = 360,000); C. elegans VP596 Pgst-4::GFP/RFP ratio, acrylamide-induced, 24 h; inhibition, % at 21.8 µM;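 active = interference check ratio from 0.5 to 1.5 plus GFP to RFP signal ratio inhibition reaching or exceeding a fixed threshold, cut at about 30% in these data, passing the limit was not always enough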; also: some compounds called inactive have numbers as strong as hits
DNMT1 block = inhibitors of human DNMT1. P26358. DNMT1 molecular beacon, Hinp1I cleavage, fluorescence. inhibition (reported as % activation of signal), % at 10 µM. actives 0.83% (n = 360,000). AID 588458; in the data active = inhibition above about 50%
Rpn11 block = blocks the human proteasome subunit Rpn11; O00487; calls only at 20 µM; actives 0.59% (n = 360,000); human 26S proteasome, Ub4-pepOG fluorescence polarization; 20S core pre-blocked with epoxomicin;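 active = inhibition at 20 µM, scaled to each plate's controls, above about 33%, limit read from the data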
Starred values were filed as active, the others as inactive; i = inactive; nt = no result given; + = active, no number.

no.	SMILES	STEP inh	MT1-MMP act inh	NadD block	SUMO1-SIM PPI	NRP1-CendR mod
1	Cc1cccc(-n2c(=O)c(C#N)cc3c(=O)n4ccccc4nc32)c1	-2	0	7	-16	-16
2	CCc1ccc(C(=O)COC(=O)C2=NN(c3ccccc3)C(=O)CC2)cc1	-1	2	4	-3	3
3	CCOc1ccc(S(=O)(=O)N2CCC(C(=O)Nc3cc(S(C)(=O)=O)ccc3Cl)CC2)cc1	-2	-3	3	-29	8
4	CCSc1nc2cc(OC)c(OC)cc2c(=O)n1CC	-2	-2	4	4	8
5	CCOC(=O)N1CCC(NC(=O)c2ccc3c(c2)N(CC)CCS3)CC1	1	-7	-3	0	-5
6	Cc1nn(Cc2cccc(C(=O)Nc3ccn(Cc4c(F)c(F)cc(F)c4F)n3)c2)c(C)c1[N+](=O)[O-]	2	2	-6	2	-18
7	O=C(Cn1cc2c(n1)CCCCC2)NC1CCN(Cc2ccccc2)CC1	-1	4	-7	-1	1
8	Cc1ccccc1Nc1nnc(SCC(=O)NC(=O)NCc2ccco2)s1	1	-4	25	6	-9
9	COc1cc2c(cc1OC)C(=O)NCC(C)(C)O2	0	2	-3	2	-3
10	O=C(Nc1nnc(C2CC2)s1)c1cc2ccccc2o1	0	-2	4	1	-11
11	COc1ccc(N(C)S(=O)(=O)c2ccc(Cl)c(C(=O)NNC(=O)c3ccccc3O)c2)cc1	3	7	8	5	-6
12	O=C(Nc1ccncc1)C1CC(=O)N(c2ccccc2)C1 (stereo not given)	-1	0	2	1	-5

no.	LMPTP block	Scp1 inh	SKN-1 block	DNMT1 block	Rpn11 block
1	-1.3	-2	2	1	i
2	1.3	-5	3	-1	i
3	-7.5	-6	17	-1	i
4	0.7	1	14	3	i
5	-1.0	-19	-4	4	i
6	2.8	-9	11	-1	i
7	-1.5	4	1	1	i
8	25	84*	17	90*	i
9	0.4	0	3	-2	i
10	-0.5	-7	12	-20	i
11	0.6	-7	6	0	i
12	-0.3	-3	-7	2	i

An excerpt of these results, screen by screen:
[2] CCc1ccc(C(=O)COC(=O)C2=NN(c3ccccc3)C(=O)CC2)cc1
[3] CCOc1ccc(S(=O)(=O)N2CCC(C(=O)Nc3cc(S(C)(=O)=O)ccc3Cl)CC2)cc1
[4] CCSc1nc2cc(OC)c(OC)cc2c(=O)n1CC
[5] CCOC(=O)N1CCC(NC(=O)c2ccc3c(c2)N(CC)CCS3)CC1
[6] Cc1nn(Cc2cccc(C(=O)Nc3ccn(Cc4c(F)c(F)cc(F)c4F)n3)c2)c(C)c1[N+](=O)[O-]
[7] O=C(Cn1cc2c(n1)CCCCC2)NC1CCN(Cc2ccccc2)CC1
[8] Cc1ccccc1Nc1nnc(SCC(=O)NC(=O)NCc2ccco2)s1
[9] COc1cc2c(cc1OC)C(=O)NCC(C)(C)O2
[10] O=C(Nc1nnc(C2CC2)s1)c1cc2ccccc2o1
[11] COc1ccc(N(C)S(=O)(=O)c2ccc(Cl)c(C(=O)NNC(=O)c3ccccc3O)c2)cc1

entry no. | 2 | 3 | 4 | 5 | 6 | 7 | 8 | 9 | 10 | 11
STEP inh | -1 | -2 | -2 | 1 | 2 | -1 | 1 | 0 | 0 | 3
MT1-MMP act inh | 2 | -3 | -2 | -7 | 2 | 4 | -4 | 2 | -2 | 7
NadD block | 4 | 3 | 4 | -3 | -6 | -7 | 25 | -3 | 4 | 8
SUMO1-SIM PPI | -3 | -29 | 4 | 0 | 2 | -1 | 6 | 2 | 1 | 5
NRP1-CendR mod | 3 | 8 | 8 | -5 | -18 | 1 | -9 | -3 | -11 | -6
LMPTP block | 1.3 | -7.5 | 0.7 | -1.0 | 2.8 | -1.5 | 25 | 0.4 | -0.5 | 0.6
Scp1 inh | -5 | -6 | 1 | -19 | -9 | 4 | 84* | 0 | -7 | -7
SKN-1 block | 3 | 17 | 14 | -4 | 11 | 1 | 17 | 3 | 12 | 6
DNMT1 block | -1 | -1 | 3 | 4 | -1 | 1 | 90* | -2 | -20 | 0
Rpn11 block | i | i | i | i | i | i | i | i | i | i

(more compounds)
no.	SMILES	STEP inh	MT1-MMP act inh	NadD block	SUMO1-SIM PPI	NRP1-CendR mod
13	Clc1ccc(-c2csc(N3CCCCCC3)n2)cc1	-1	1	1	3	10
14	c1ccc(CCNc2nc(-c3cccnc3)cs2)cc1	1	2	-2	-9	-5
15	CC(=O)c1cc2c(cc1NS(=O)(=O)c1ccc(C)cc1)OCCO2	1	0	-16	-1	-11
16	COc1ccccc1C1C(C(N)=O)=C(C)Nc2nc(-c3ccccc3Cl)nn21 (stereo not given)	-3	2	-1	5	-10
17	Cc1cc(=O)oc(C)c1C(=O)N1CCN(C)CC1	-2	4	5	-5	11
18	CCN(CC)CCOC(=O)c1ccc(NC(=O)CNC(=O)c2ccccc2)cc1	-2	-1	-12	-1	-4
19	O=C(C[n+]1ccc(C(=O)N/N=C/c2ccc(O)cc2)cc1)c1ccccc1	-2	0	1	-12	-7
20	COc1ccc(N2CCN(S(=O)(=O)c3ccc4oc(=O)ccc4c3)CC2)cc1	-2	-1	-2	-3	-17
21	Cc1onc(-c2ccccc2Cl)c1C(=O)Nc1nnc(Cc2ccc(Cl)cc2)s1	-2	2	13	10	15
22	c1coc(CNC2CCCCC2)c1	1	2	8	0	21
23	CSc1ccc(CN2CCC2(C)C(=O)Nc2cccc(NS(C)(=O)=O)c2)cc1 (stereo not given)	0	-3	2	-2	0
24	COC(=O)c1ccc(N2NC(=O)/C(=C/c3ccc(-c4ccc(Cl)c(C(=O)O)c4)o3)C2=O)cc1	30	-14	12	23	-94

no.	LMPTP block	Scp1 inh	SKN-1 block	DNMT1 block	Rpn11 block
13	2.4	-1	0	1	i
14	0.4	-5	3	-4	i
15	0.6	-7	-18	-5	i
16	-0.2	-8	14	0	i
17	-2.4	28	-5	0	i
18	-0.7	8	3	0	i
19	2.7	-4	-3	-2	+
20	-1.8	-5	6	7	i
21	2.1	-22	3	-8	i
22	0.4	-2	-13	0	i
23	-0.5	nt	8	0	i
24	33	76*	8	79*	i

The results go on:
no.	SMILES	STEP inh	MT1-MMP act inh	NadD block	SUMO1-SIM PPI	NRP1-CendR mod
25	O=C(CSc1nc2ccsc2c(=O)n1NC(=O)c1ccccc1)Nc1nccs1	0	-6	1	21	-14
26	CSCCC(NC(=O)c1ccccc1)C(=O)NCCc1ccc2c(c1)OCCO2 (stereo not given)	-2	8	-5	-2	3
27	O=C(NCC1OCCCN1S(=O)(=O)c1cc(F)ccc1F)C(=O)NC1CCCCC1 (stereo not given)	-2	1	-8	1	5
28	O=C(CCN1C(=O)S/C(=C\c2ccccc2)C1=O)Nc1ccc(O)cc1C(=O)O	5	1	-6	-15	-2
29	COCCCNC(=O)c1ccc2c(=O)n(Cc3ccccc3OC)c(=S)[nH]c2c1	0	2	-1	-4	1
30	COc1ccccc1/C=C/C=N/NC(=O)c1ccncc1	2	-1	3	-16	0
31	CC(C)[C@@H]1CC[C@@H](C)C[C@H]1O	-1	3	-1	6	6
32	CCc1ccc(NC(=O)C2CCN(S(=O)(=O)c3cccs3)CC2)cc1	1	-2	-9	14	10
33	CCN(C(=O)COC(=O)c1ccccc1NCc1ccco1)c1c(N)n(Cc2ccccc2)c(=O)[nH]c1=O	2	-6	6	0	-6
34	CC[N+](CC)(CCCCS(=O)(=O)[O-])CCNP1(=O)C=C(c2ccccc2)OC(c2ccccc2)=C1	-3	-5	3	0	1
35	CCOc1ccc(NC(=O)CSC2=NN3CCCC(=O)N=C3S2)cc1	1	1	1	2	-1
36	CC(=O)N(c1ccccc1)c1nc(/C=C/C(=O)O)cs1	1	-2	-8	-4	-7
37	CC(=O)N1Cc2cc(C(=O)NCC(F)(F)F)nc(-c3cccc(-c4cccnc4)c3)c2[C@@H]1CCO	nt	3	-2	0	-1
38	CCOc1ncccc1C(=O)N1CCN(S(=O)(=O)c2ccc3ccccc3c2)CC1	-3	1	-6	-1	-8
39	C=CCN1CC(C)/C(=N\O)CC1C (stereo not given)	-2	-1	1	1	-3

no.	LMPTP block	Scp1 inh	SKN-1 block	DNMT1 block	Rpn11 block
25	-1.3	3	9	3	i
26	-0.5	0	11	4	i
27	-0.7	-1	13	-2	i
28	-2.1	13	1	11	i
29	0.7	-7	5	-2	i
30	0.8	-6	4	0	i
31	-2.5	nt	4	-1	i
32	0.1	1	-4	1	i
33	-0.5	-1	7	-1	i
34	0.5	-1	-13	-4	i
35	1.2	3	15	0	i
36	0.0	-5	1	0	i
37	-1.7	nt	-14	nt	nt
38	-0.3	-4	-4	2	i
39	-0.8	-11	-2	1	i
